Screening data (PubChem BioAssay)
TR SRC2 fluor cs: counter-screen for TRb-SRC2 inhibitors: fluorescence interference; 0.29% of 280,000 active; TRb/SRC2 Texas Red total fluorescence interference; Potency, µM (titrated, usually from 106 µM), inactives show at the top dose fluorescence change, negative = quenching; active = well fitted curve in either direction with a large enough effect; inconclusive = small, poorly fitted or top-dose-only effect
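Human TRβ ligand-binding domain (0.6 uM) and Texas Red SRC2 peptide (20 nM) in Tris buffer with 1 uM T3 and 5% DMSO were incubated with pinned compound for 5 hr at ambient temperature. Total fluorescence was computed as S + 2P (555/632 nm).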
RGS12 GoLoco inh: blocks human Gai1 binding to RGS12 GoLoco peptide, red readout; P63096; Gai1:RGS12 GoLoco peptide FP, rhodamine, 10 min; Potency, µM (highest dose often 61.6 µM), for inactives: at the highest dose activity, negative = inhibition, usual class: inhibitors; 0.44% of 230,000 active; AID 880; active = well fitted inhibition curve with a large enough effect, not every such curve was filed as active; inactive = no such curve, though single readings can be large or run the other way; also: nearly all actives have a fitted effect of over 30% in size; many of its hits are not listed in these tables
TRb-SRC2 inh: TRbeta-SRC2 interaction inhibition; Potency, µM (top dose mostly 106 µM), for the others: at the top dose activity change, negative = inhibition, actives largely listed as inhibitors; P10828; TRbeta-SRC2 peptide binding, fluorescence polarization; receptor liganded with 1 µM T3; 0.065% of 280,000 active;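 also: plate controls were bound peptide for no effect and peptide without receptor for full effect; nearly all actives have a fitted effect of over 50% in size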
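TRb LBD 0.6 uM + Texas Red SRC2 peptide 20 nM, 1 uM T3, Tris buffer w/ 5% DMSO; compound pinned, 5 h RT; FP read ex 555/em 632; normalized to unbound and bound controls.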
RECQ1 inh: blocks DNA unwinding by human RECQ1 | 0.54% of 240,000 active | RECQ1 DNA unwinding, red fluorescence kinetic read | AID 2549 | Potency, µM (doses to about 57.3 µM), without a hit: at the highest dose activity, negative = inhibition, hits mostly inhibitors;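 also: plate controls were vehicle for no effect and no enzyme for full effect; nearly all actives have a fitted effect of over 30% in size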
Target sequence (P46063 whole entry, looked up): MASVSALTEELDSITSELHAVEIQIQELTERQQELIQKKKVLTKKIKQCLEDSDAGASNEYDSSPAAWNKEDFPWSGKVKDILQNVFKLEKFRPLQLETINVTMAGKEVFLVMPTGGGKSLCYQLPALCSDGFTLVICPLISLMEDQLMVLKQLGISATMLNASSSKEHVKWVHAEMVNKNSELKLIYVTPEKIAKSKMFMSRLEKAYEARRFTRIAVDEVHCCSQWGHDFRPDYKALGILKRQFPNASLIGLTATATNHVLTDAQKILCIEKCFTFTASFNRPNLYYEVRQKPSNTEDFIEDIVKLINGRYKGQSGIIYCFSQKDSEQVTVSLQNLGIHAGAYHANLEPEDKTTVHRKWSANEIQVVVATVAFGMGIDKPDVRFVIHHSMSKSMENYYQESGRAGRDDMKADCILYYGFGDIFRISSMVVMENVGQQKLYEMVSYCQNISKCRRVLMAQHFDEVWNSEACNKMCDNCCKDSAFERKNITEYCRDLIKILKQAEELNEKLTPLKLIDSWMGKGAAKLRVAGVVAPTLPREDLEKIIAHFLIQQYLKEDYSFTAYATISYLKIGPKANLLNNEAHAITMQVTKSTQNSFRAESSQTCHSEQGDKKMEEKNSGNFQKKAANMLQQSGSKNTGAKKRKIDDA
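RECQ1T1 50 nM; forked duplex (20 bp + 30-nt ss tails) 200 nM, ATP 2 mM final; pH 8.0, 2 mM MgCl2, 2.5 ug/ml poly(dI-dC); 15 min compound preincubation; discontinuous kinetic read over 2 h at RT.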
KDM4E inh: blocks human JMJD2E demethylase activity; B2RXH2; JMJD2E catalytic domain, FDH-coupled NADH fluorescence (FDH is formaldehyde dehydrogenase); Potency, µM (highest dose often 57.1 µM), without a hit: top-dose activity change, negative = inhibition, hits mostly inhibitors; 1.6% of 230,000 active; active = well fitted inhibition curve with a large enough effect, not every such curve was filed as active; inconclusive = small, poorly fitted or top-dose-only effect, or another doubt; inactive = no such curve, though single readings can be large or run the other way;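 also: 0% = wells with enzyme and -100% = buffer wells without enzyme; nearly all actives have a fitted effect of over 50% in size; many of its hits are not listed in these tables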
Target sequence (B2RXH2 1-337 limits assumed): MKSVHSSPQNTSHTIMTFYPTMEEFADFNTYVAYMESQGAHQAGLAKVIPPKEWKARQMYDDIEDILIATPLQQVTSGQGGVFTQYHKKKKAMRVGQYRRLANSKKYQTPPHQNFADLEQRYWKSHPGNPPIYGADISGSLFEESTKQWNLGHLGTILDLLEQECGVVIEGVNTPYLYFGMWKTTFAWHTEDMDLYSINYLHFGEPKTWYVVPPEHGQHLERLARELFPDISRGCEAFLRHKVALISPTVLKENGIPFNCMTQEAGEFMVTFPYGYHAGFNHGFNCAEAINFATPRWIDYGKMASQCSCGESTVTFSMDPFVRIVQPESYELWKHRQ
Tau FP inhib: blocks human tau fibril formation measured by polarization | P10636 | K18 P301L tau heparin fibrillization, Alexa594 FP, 6 h | Potency, µM (titrated, usually from 57.7 µM), for inactives: at the top dose activity, negative = inhibition, most hits filed as inhibitors | 0.39% of 280,000 active | AID 1468; also: nearly all actives have a fitted effect of over 55% in size
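Human K18 P301L fragment (15 uM unlabeled plus 0.24 uM Alexa 594-labeled) in 100 mM sodium acetate pH 7 with compound, aggregation induced by 20 uM heparin for 6 hr at 37 C. ThT (30 uM) added for 1 hr, then Alexa 594 FP read.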
Tau fibril ThT: inhibitors of human tau fibril formation, thioflavin T binding; P10636; recombinant tau K18 P301L, heparin-induced fibrillization, ThT fluorescence; Potency, µM (top dose mostly 57.4 µM), for the others: at the top dose activity, negative = inhibition, hits mostly inhibitors; 2.1% of 270,000 active; AID 1460; also: nearly all actives have a fitted effect of over 55% in size
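ThT emission at 510 nm, taken 1 hr after adding 30 uM dye, quantifies aggregates formed when 20 uM heparin acts on human tau K18 P301L for 6 hr at 37 C.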
L3MBTL1 inh: inhibitors of human L3MBTL1. 0.66% of 230,000 active. Potency, µM (series often up to 57.1 µM), for inactives: at the highest dose activity, negative = inhibition, hits mostly inhibitors. Q9Y468. AlphaScreen L3MBTL1–H3K9me1 peptide binding; also: nearly all actives have a fitted effect of over 60% in size
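First, the protein-peptide complex forms for 30 min at room temperature (L3MBTL1 50 nM, biotinylated H3K9me1 peptide 75 nM). Next, compounds are pin-transferred and incubated 30 min. Finally, AlphaScreen beads are added and read after 30 min.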
Numbers without * were called inactive; i = inactive; ? = inconclusive; / = not tested or not shown; [ ] = another dose, or the depositor's remark. Unless noted, calls follow the shape of the dose curve; as a rule, active = well fitted curve in the direction sought with a large enough effect; inconclusive = small, poorly fitted or top-dose-only effect, or another doubt; inactive = no such curve, though single readings can be large; an effect the other way counts as inactive or inconclusive. Unless noted, % is scaled to controls: 0 for no effect and ±100 for the full control effect; potency is read from the fitted curve at half-maximal effect. An excerpt; the hit share may differ from the screen's.

Order of values: TR SRC2 fluor cs	RGS12 GoLoco inh	TRb-SRC2 inh	RECQ1 inh	KDM4E inh	Tau FP inhib	Tau fibril ThT	L3MBTL1 inh
COc1ccc(-c2cc(C(F)(F)F)c3c(=O)n(-c4ccccc4)[nH]c3n2)cc1
 : -5.3%	2.5%	-1.5%	-5.6%	9.6%	8.4%	8.91µM*	-7.4%
O=C(CN(C(=O)CNS(=O)(=O)c1ccccc1)C1CCCC1)NCc1ccco1
 : 1.4%	2.7%	1.4%	-5.5%	2.9%	-1.6%	-6.4%	5.9%
CC1CCCC(NC(=O)COC(=O)c2cc(S(=O)(=O)N3CCCCC3)ccc2N2CCOCC2)C1C (stereo not given)
 : 0.9%	-9.5%	-12.9%	i	-3.2%	0.3%	-14.6%	/
O=C(CCn1c(=O)c2sccc2n(Cc2ccccc2F)c1=O)NCc1ccc2c(c1)OCO2
 : -10.5%	/	5.3%	/	/	-17.9%	-2.4%	/
C=CCCCCCCCCC(=O)NNC1=CC(=O)CC(C)(C)C1
 : 0.9%	-1.5%	0.3%	-10.2%	3.8%	-3.5%	1.2%	-0.7%
CCCC(c1nnnn1Cc1ccco1)N1CCN(C(=O)c2ccco2)CC1 (stereo not given)
 : 0.9%	-6.4%	6.1%	-1.1%	0.2%	0.1%	-6.5%	5.9%
Cc1cc2cc(CN(Cc3cccs3)S(=O)(=O)c3ccc4c(c3)OCCO4)c(=O)[nH]c2cc1C
 : -4.7%	6.0%	3.2%	-10.1%	0.0%	-7.1%	3.9%	-9.6%
Cc1ccc(C)c(NC(=O)C(C)n2c(=O)cc(C(F)(F)F)c3c(C)nn(C)c32)c1 (stereo not given)
 : 1.3%	/	6.9%	/	/	1.7%	5.4%	/
Cn1nnc(NC(=S)NC(=O)Cc2ccccc2)n1
 : 0.3%	13.8%	1.2%	i	-12.3%	2.5%	-11.7%	8.6%
Cc1ccccc1NC(=O)CSc1nnnn1C
 : -0.1%	-6.5%	-5.5%	-2.4%	0.1%	1.5%	3.2%	-8.7%
COc1cccc(OCc2nnc(SCC(=O)OC3CCCCC3)n2C)c1
 : -6.2%	5.0%	-3.2%	i	0.0%	9.8%	-7.9%	-2.3%
CS(=O)(=O)c1ccc2nnn(OCC(=O)Nc3cccc(C#N)c3)c2c1
 : 3.9%	-2.4%	10.7%	-1.1%	-0.4%	-1.1%	-1.3%	-2.4%
Cc1ccc(Nc2nnc(SCC(=O)NC(Cc3c[nH]c4ccccc34)C(=O)O)s2)cc1 (stereo not given)
 : -0.8%	9.5%	-7.5%	i	-11.3%	5.0%	-12.1%	-6.4%
Cn1c(SCc2cccc(F)c2)nnc1-c1cnccn1
 : -0.1%	-3.8%	-9.8%	-2.9%	2.9%	-0.3%	-7.7%	12.3%
C=C(C)c1cccc(C(C)(C)NC(=O)NCCCN2CCCC2=O)c1
 : 0.4%	0.6%	-11.7%	i	8.6%	-13.0%	-1.6%	3.7%
CN(NC(=O)c1cccc(Cl)c1)c1nc(-c2ccccc2)nnc1C(F)(F)F
 : -1.4%	2.0%	2.6%	-0.7%	-3.9%	?	-3.5%	7.9%
COc1ccccc1-c1noc(-c2ccccc2C(=O)Nc2ccccc2)n1
 : -6.0%	8.4%	1.4%	-7.8%	2.5%	-0.1%	-0.1%	1.1%
COc1ccccc1NC(=O)CS(=O)(=O)c1cn(CC(=O)N2CCOCC2)c2ccccc12
 : -1.0%	-6.5%	5.0%	-14.2%	-5.3%	-1.4%	-1.1%	/
COC(=O)c1ccc(S(=O)(=O)NCCSc2nnc3c4ccccc4n(C)c3n2)cc1
 : -2.3%	15.4%	0.8%	-1.1%	4.9%	-9.7%	?	-0.6%
COc1ccc(/C=N/N2C(=O)c3ccccc3C2=O)cc1
 : -9.4%	5.2%	-2.7%	5.9%	-5.6%	-11.1%	-12.2%	1.8%
c1ccc(C(Cc2nc(-c3ccccn3)no2)c2ccccc2)cc1
 : -0.3%	9.5%	-21.4%	-19.8%	?	-12.9%	10.2%	-3.0%
COc1ccc(OS(=O)(=O)c2c(C)noc2C)cc1
 : -2.0%	9.0%	-10.3%	i	-6.8%	-9.3%	?	6.0%
O=C(CCN1C(=O)C2CC=C(Cl)CC2C1=O)NCc1ccco1 (stereo not given)
 : 1.1%	-7.7%	-2.0%	i	-10.6%	-9.4%	?	-1.1%
Clc1ccc(CSc2ncccn2)cc1
 : 3.8%	-6.0%	-9.1%	i	-1.6%	1.6%	0.6%	-2.5%[11.4 µM]
Cc1[nH]n(-c2ccccc2)c(=O)c1C(c1cc(Cl)ccc1O)c1c(C)[nH]n(-c2ccccc2)c1=O
 : ?	/	-17.8%	/	/	-0.7%	-10.4%	/
Cc1cc(OC(=O)c2ccc(S(=O)(=O)N(C)C)cc2)c([N+](=O)[O-])c(=O)[nH]1
 : -0.1%	2.0%	1.8%	13.9%	-2.1%	2.7%	-1.0%	2.3%
Cc1nc(Sc2nnnn2-c2ccccc2)c(C#N)c(C)c1C
 : -5.7%	6.0%	5.8%	-9.6%	-0.7%	2.5%	-3.9%	-1.0%
S=C(Nc1ccc(Cl)c(Cl)c1)N1CCOCC1
 : -1.6%	4.0%	4.8%	3.9%	-6.3%	-5.1%	7.6%	4.9%
Cc1ccc(S(=O)(=O)Nc2cccc(Oc3cnccn3)c2)cc1
 : -1.7%	3.3%	-3.5%	22.1%	7.8%	2.4%	?	-4.7%
Cc1ccc(C)c(S(=O)(=O)Nc2ccccc2C(=O)Nc2cc(C)on2)c1
 : 0.0%	-0.1%	6.4%	-4.1%	?	1.6%	-12.3%	1.5%
Cn1c(SCC(N)=O)nnc1-c1ccccc1
 : -0.3%	2.3%	-7.3%	16.3%	5.2%	6.2%	-6.9%	/
O=[N+]([O-])c1ccccc1/C=N/NC1=NCCCCC1
 : -2.8%	-7.0%	-10.5%	-6.6%	3.6%	-5.0%	1.8%	-8.2%
CCc1ccccc1N(C)C(=O)Cc1c(C(=O)O)c(C)cn1C
 : -2.0%	/	2.9%	/	/	-6.3%	1.5%	/
O=c1nc2sc3ccccc3n2c(=O)n1-c1ccc(Cl)c(Cl)c1
 : -0.7%	/	8.8%	/	/	?	-12.7%	/
COC(=O)CC1C(=O)NCCN1C(=O)CSc1nnnn1-c1ccc(OC)cc1 (stereo not given)
 : -6.1%	5.8%	-5.5%	2.2%	2.6%	-0.2%	-5.3%	/
O=C(Nc1ccc(OC(F)F)c(Cl)c1)C(c1ccccc1)c1ccccc1
 : -4.1%	3.6%	-5.4%	-17.0%	-0.1%	28.2µM*	6.2%	36.5%[activator]
CCCOc1ccc(CNC(=O)c2ccc3c(c2)N(Cc2ccccc2)CCS3)cc1
 : ?	/	-10.7%	/	/	8.1%	0.4%	/
O=C(NCC(c1cccs1)N1CCOCC1)c1ccccc1NS(=O)(=O)c1ccc(Cl)c([N+](=O)[O-])c1 (stereo not given)
 : 0.7%	/	-1.0%	-6.1%	-6.3%	-6.1%	?	0.0%
COc1cccc(-n2cc(C(=O)Oc3ccc(F)cc3)c3ccccc3c2=O)c1
 : -1.3%	/	1.3%	/	/	-5.3%	-3.5%	/
O=C(O)c1ccc(Cl)c2c1C1C=CCC1C(c1ccccn1)N2 (stereo not given)
 : -2.7%	10µM*	?	-9.5%	25.1µM*	?	14.1µM*	/
C=C1CC(C(=O)N/N=C/c2ccc(O)cc2)C1
 : 0.6%	0.5%	1.7%	i	9.9%	10.8%	-2.7%	1.6%
C=CCC1(CC=C)CCCN1C(=O)CC1C(=O)NCCN1Cc1cccc(OC)c1OC (stereo not given)
 : -3.8%	8.6%	-0.7%	-0.9%	1.1%	7.2%	0.4%	-1.3%
Cc1ccc(Nc2ccc(C(N)=O)cc2[N+](=O)[O-])cc1C
 : -4.5%	1.3%	-5.4%	-0.5%	8.6%	3.2%	-9.1%	-5.0%
COc1cccc(-n2c(=O)c3sc4ccccc4c3n(Cc3c(F)cccc3Cl)c2=O)c1
 : -2.4%	/	-8.8%	/	/	0.3%	13.7%	/
Cc1ccc(-c2nc(CSCC(=O)N3CCN(C(=O)c4ccco4)CC3)c(C)o2)cc1
 : -2.0%	-2.5%	-0.3%	-6.2%	-8.9%	3.7%	?	/
Cc1ccc(NC(=O)Cn2cccc2)c(C)c1
 : -0.3%	13.2%	3.2%	i	-0.1%	6.4%	-5.7%	/
O=C(NCc1cccnc1)C(=O)Nc1nc(-c2ccccc2)cs1
 : 0.0%	1.9%	0.0%	-5.0%	-19.0%	-1.9%	-2.6%	5.7%
CCOc1cc(N2CCOCC2)c(OCC)cc1NC(=O)CN1C(=O)NC2(CCCCCCC2)C1=O
 : -1.3%	-3.6%	-5.0%	-6.2%	3.5%	4.3%	-14.3%	1.2%
CCOc1cccc(OCCOc2ccc(C(=O)c3ccccc3)cc2)c1
 : 2.6%	5.6%	7.7%	-0.6%	4.2%	-8.4%	-4.8%	71.5%[activator]
Cc1cc(C)c2cc(C#N)c(SCC(=O)Nc3ccc4c(c3)OCO4)nc2c1
 : -3.2%	9.8%	-2.3%	15.8%	-0.9%	-6.7%	?	/
COc1ccc(C(=O)N=S2CCN(C(=O)c3ccc(Cl)cc3)CC2)cc1
 : 2.2%	4.7%	-4.4%	-3.4%	-2.2%	-8.7%	-19.3%	3.0%
O=C(Nc1ccc(Br)cc1)c1ccco1
 : -2.1%	-1.9%	-9.8%	-14.5%	-1.9%	-6.3%	-10.8%	/
C/C(=N\S(=O)(=O)c1ccc(C)cc1)N(C)C
 : 0.2%	-8.3%	-4.6%	-12.3%	-11.7%	8.8%	-1.6%	2.9%

Just RECQ1 inh (2 entries from above):
SMILES | RECQ1 inh
Cc1nc(Sc2nnnn2-c2ccccc2)c(C#N)c(C)c1C | -9.6%
CC1CCCC(NC(=O)COC(=O)c2cc(S(=O)(=O)N3CCCCC3)ccc2N2CCOCC2)C1C (stereo not given) | i
